5HT1E ag = 5-HT1E (human) receptor agonism; P28566; CHO 5-HT1E Ga15 NFAT-bla reporter, FRET; 0% DMSO wells, 100% control agonist wells; activation, % at 6 µM; 65,000 tested, 0.69% active; AID 574;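 active means activation above a set limit, the screen-wide mean activation plus 3 SD, cut at about 8.5% in these data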;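 further: 100% = positive control agonist at 1 µM giving full maximal response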
Her2 expr inh = Her2 kinase expression inhibition; 65,000 tested, 0.69% active; SKBR-3 HER2 protein level, AlphaScreen, 18-24 h; active compounds read low; HER2 level % of control, % at 10 µM; P04626;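 active means HER2 level under 5% of the carrier-only control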;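 further: 100% = DMSO carrier and 0% = 500 nM PU-H71 HSP90 inhibitor; lower value means stronger loss of Her2 protein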
S1P1 ag-PAM = agonists and agonism potentiators of human S1P1 receptor | P21453 | S1P1 CRE-bla cells, forskolin, beta-lactamase FRET, potentiator mode; S1P1 agonist co-added at EC20, 2 nM; 100% = saturating reference agonist, 0% = basal | 56,000 tested, 0.57% active | activation, % at 9.5 µM;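 active means activation above a cutoff set at the mean activation of all tested compounds plus 3 SD, cut at about 54% in these data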;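 further: forskolin at 4 µM as EC80 and the EC20 agonist is SEW2871; 100% = SEW2871 at its EC100 plus forskolin at EC80; some compounds past the cut are filed as inactive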
S1P3 ag = agonists of human S1P3 receptor | S1P3 NFAT-BLA reporter cells, agonism, FRET ratio; relative to 1 µM S1P, basal subtracted | activation, % at 4.5 µM | 60,000 tested, 0.1% active | AID 373;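 active means activation above the screen-wide mean plus 3 SD, cut at about 4.5% in these data, passing the limit was not always enough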; further: some compounds called inactive have numbers as strong as hits
Target sequence (Q99500 whole entry, looked up): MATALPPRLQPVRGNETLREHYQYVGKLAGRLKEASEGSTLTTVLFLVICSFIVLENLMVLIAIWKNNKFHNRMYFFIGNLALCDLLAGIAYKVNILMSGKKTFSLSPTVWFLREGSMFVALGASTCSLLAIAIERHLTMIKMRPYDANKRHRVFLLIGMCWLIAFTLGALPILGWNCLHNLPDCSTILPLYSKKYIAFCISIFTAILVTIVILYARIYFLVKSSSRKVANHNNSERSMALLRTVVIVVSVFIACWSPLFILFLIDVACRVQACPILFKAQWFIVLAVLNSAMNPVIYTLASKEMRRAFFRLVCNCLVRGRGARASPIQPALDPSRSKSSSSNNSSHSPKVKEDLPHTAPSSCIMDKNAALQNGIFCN
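material = human S1P3 NFAT-BLA reporter CHO cells | schedule = 4 h compound at 37 °C, 2 h substrate at RT | measured by = fluorescent BLA substrate, ex 405 nm, em 460/535 nm ratio | controls = 1 µM S1P reference | replication = primary once, confirmation triplicate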
5-HT1A blocker = antagonists of human 5-HT1a serotonin receptor. inhibition, % at 10 µM. 62,000 tested, 0.68% active. CHO 5-HT1a Ga15 NFAT-bla reporter, antagonist mode. AID 612. P08908;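 active means inhibition above the mean of all tested compounds plus 3 SD, cut at about 43% in these data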;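 further: receptor stimulated by 5-CT agonist at 100 nM near EC80; beta-lactamase reporter measured by ratiometric fluorescence of a cleavable substrate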
Target sequence (P08908 whole entry, looked up): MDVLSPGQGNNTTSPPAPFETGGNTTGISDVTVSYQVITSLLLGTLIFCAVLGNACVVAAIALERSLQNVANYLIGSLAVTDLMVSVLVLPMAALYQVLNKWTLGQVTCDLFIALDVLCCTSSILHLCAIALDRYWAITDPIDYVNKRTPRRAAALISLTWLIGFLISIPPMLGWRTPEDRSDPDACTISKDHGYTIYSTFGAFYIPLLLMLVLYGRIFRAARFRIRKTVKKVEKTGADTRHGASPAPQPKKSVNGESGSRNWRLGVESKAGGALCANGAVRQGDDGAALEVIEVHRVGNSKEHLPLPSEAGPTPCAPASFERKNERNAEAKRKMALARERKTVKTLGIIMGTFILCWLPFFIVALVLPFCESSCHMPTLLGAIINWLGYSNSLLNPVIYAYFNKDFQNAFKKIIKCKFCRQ
Abs 340nm = compounds absorbing at 340 nm; fold change at 10 µM; compound absorbance at 340 nm, fold over control; 65,000 tested, under 10 active; AID 708;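 active means at 10 µM dose, initial 340 nm absorbance at least 2 fold that of control wells; inactive means change under 2 fold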;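 further: initial absorbance extrapolated from kinetic A340 decline of NADH oxidation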
MMP13 inh = MMP13 (human) collagenase inhibition | P45452 | MMP-13 fTHP FRET cleavage, Mca fluorescence | inhibition, % at 4 µM | 65,000 tested, 0.07% active;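 active means inhibition above the mean of compound-free control plate wells plus 3 SD, cut at about 14% in these data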;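 further: 0% = DMSO wells and 100% = wells with reference MMP-13 inhibitor after basal subtraction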
5HT1E antag = antagonists of human 5-HT1E serotonin receptor; P28566; CHO 5-HT1E Ga15 NFAT-bla reporter, FRET, antagonist; inhibition, % at 6 µM; 65,000 tested, 0.99% active; AID 571;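 active means inhibition above a set limit, the mean inhibition across every tested compound plus 3 SD, cut at about 29% in these data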;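 further: signal is the 460 over 535 nm emission ratio of beta-lactamase substrate; 0% = agonist plus DMSO wells and 100% = wells without agonist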
Autofluor 339 = intrinsic fluorescence of library compounds, ex339/em460 – biochemical, MLSMR library, data from DPM-DC assay, artefact control, profiling panel | compound autofluorescence, ex339/em460 nm, NADH buffer; active compounds read high; 1 = no-compound wells, NADH background | fluorescence fold increase at 10 µM | 65,000 tested, 5.5% active | AID 709;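 active means at 10 µM, mean starting fluorescence two-fold or more over control wells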;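 further: signal is the first read of a kinetic run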
An asterisk follows results filed as active; · = not tested or not shown; [ ] = dose if it differs, or a comment.

#	Molecule	5HT1E ag	Her2 expr inh	S1P1 ag-PAM	S1P3 ag	5-HT1A blocker	Abs 340nm	MMP13 inh	5HT1E antag	Autofluor 339
1	Cc1cc(C)n(S(=O)(=O)c2cccc(Cl)c2Cl)n1	0.1	118	-12	-0.9	-4	1	0	23	1
2	CC(C)N1C(=O)CCC1C(=O)N1CCC(Cc2ccccc2)CC1 (configuration not stated)	1.0	101	114	-1.0	10	1	3	-8	1.1
3	CC1CN(S(=O)(=O)c2cn(C)c(=O)n(C)c2=O)CC(C)O1 (configuration not stated)	-0.1	105	-16	-0.7	-8	1	3	-2	0.99
4	CCCN(Cc1cc2cc(C)ccc2[nH]c1=O)C(=O)c1cccc(OC)c1	0.5	85	-21	0.3	3	1	-3	4	1.3
5	COc1ccccc1N1CCN(C(=O)CCc2ccc(S(=O)(=O)NC(C)C)cc2)CC1	-0.5	106	·	·	-15	1	3	-9	1.1
6	CC(C)Cn1c(N)c(C(=O)NCC2CCCO2)c2nc3ccccc3nc21 (configuration not stated)	1.2	76	-62	1.3	32	1.1	-46	10	2.1*
7	COc1cccc(C(=O)Nc2c(F)c(F)c(F)c(F)c2F)c1	0.3	92	8	-0.3	-8	1	-7	-4	1.1
8	CCn1c(CSc2nccn2C)nc2cc(C(=O)O)ccc21	0.6	92	11	0.6	-10	1	-49	9	1.3
9	CCn1c(CNC(=O)c2ccc(OC)cc2)nnc1SCC(=O)c1ccccc1	-0.3	111	10	-0.9	-3	1.1	2	-5	1.1
10	COC(=O)CN(c1ccc(C(C)C)cc1)S(=O)(=O)c1c(C)[nH]c(=O)[nH]c1=O	0.8	97	11	-1.1	-8	1	3	-6	1.1
11	COc1ccccc1NS(=O)(=O)c1cc(C(=O)NCCN2CCOCC2)ccc1Cl	1.9	129	-8	0.0	-14	1	-2	-6	1.1
12	CC1(C)C(C=C(Cl)Cl)C1C(=O)N1CCN(c2ccccc2)CC1 (configuration not stated)	0.0	116	-10	-0.2	8	1.1	1	0	1.2
13	Cc1ccc(C)n1Cc1ccc(C(=O)O)cc1	-0.8	92	5	0.3	·	0.99	4	-4	1.1
14	COc1c(N)c2ccccc2[nH]c1=O	-0.4	78	-18	-1.0	4	1	-11	-3	1.1
15	CC(c1ccco1)N(C(=O)c1ccc(S(=O)(=O)N2CCCCC2)cc1)c1ccccn1 (configuration not stated)	1.1	59	·	·	-2	1	5	-2	1.1
16	c1cc2c(cc1C1=Nn3c(nnc3C3CCCCC3)SC1)OCO2	-2.1	69	-13	-1.9	·	1	3	32*	1
17	CCOC(=O)C1=C(N)OC2=C(C(=O)CCC2)C1c1ccc(C)s1 (configuration not stated)	1.1	168	-24	-0.5	-6	1	-6	-1	1.1
18	Cc1sc2ncnc(Sc3nnc4sc5ccccc5n34)c2c1C	-0.6	·	·	·	10	1	0	7	1.2
19	COc1cc2ccccc2cc1C(=O)Nc1ccc(S(=O)(=O)Nc2cc(C)on2)cc1	0.5	99	-11	-1.0	-7	1	-2	6	1.3
20	COc1ccc(-c2nnc3ccc(SCC(=O)N4CCN(c5ccccc5)CC4)nn23)cc1OC	0.0	85	-2	2.1	-26	0.99	-3	6	1.1
21	O=C(NCCc1cccc(F)c1)[C@@H]1CSC2c3ccccc3C(=O)N21 (some centres not stated)	0.0	77	8	-1.0	-18	1	1	-16	1.1
22	CCC1CCCCN1C(=O)COC(=O)c1ccc(S(=O)(=O)N2CCOCC2)cc1 (configuration not stated)	-0.3	103	13	-1.3	4	1	4	13	1.1
23	Cc1ccc(-c2nc3ncccn3c2NC2CCCC2)o1	-1.2	77	·	·	24	1.1	-4	-3	1.1
24	N=c1n(CCN2CCOCC2)c2ccccc2n1CC(=O)c1ccc(Cl)c(Cl)c1	1.2	83	-24	0.4	-1	0.98	-5	-3	1.1
25	Cc1nc(N2CCOCC2)[nH]c(=O)c1CCC(C)C	-0.5	95	-3	-1.1	-7	0.98	2	-3	1

Full records from above. Order of screens: 5HT1E ag | Her2 expr inh | S1P1 ag-PAM | S1P3 ag | 5-HT1A blocker | Abs 340nm | MMP13 inh | 5HT1E antag | Autofluor 339
Cc1cc(C)n(S(=O)(=O)c2cccc(Cl)c2Cl)n1 is listed with 0.1 | 118 | -12 | -0.9 | -4 | 1 | 0 | 23 | 1
Cc1ccc(C)n1Cc1ccc(C(=O)O)cc1 is listed with -0.8 | 92 | 5 | 0.3 | · | 0.99 | 4 | -4 | 1.1

Autofluor 339: what is marked active above.
#	Molecule	5HT1E ag	Her2 expr inh	S1P1 ag-PAM	S1P3 ag	5-HT1A blocker	Abs 340nm	MMP13 inh	5HT1E antag	Autofluor 339
6	CC(C)Cn1c(N)c(C(=O)NCC2CCCO2)c2nc3ccccc3nc21 (configuration not stated)	1.2	76	-62	1.3	32	1.1	-46	10	2.1*

Continuation.
#	Molecule	5HT1E ag	Her2 expr inh	S1P1 ag-PAM	S1P3 ag	5-HT1A blocker	Abs 340nm	MMP13 inh	5HT1E antag	Autofluor 339
26	Cc1ccc2[nH]c(-c3ccccc3)cc(=O)c2c1	0.0	64	4	-1.8	35	1.1	-20	70*	2.2*
27	C=CCOC(=O)CCP(=O)(CCC(=O)OCC=C)c1ccccc1	-1.3	90	-14	-0.9	0	1.1	1	4	0.96
28	CC1(C)CC(=O)C2=C(C1)OC(N)=C(C#N)C21CCN(Cc2ccccc2)CC1	-0.7	·	·	·	5	1	-5	-7	1.3
29	CCNC(=O)CC1C(=O)N(c2ccc(F)cc2)C(=O)N1CCC(C)C (configuration not stated)	-1.0	104	·	·	-4	0.99	2	0	0.96
30	CC(C)(C)n1nnnc1C(c1ccccc1F)N(Cc1ccco1)CC1CCCO1 (configuration not stated)	-0.5	75	-4	-0.3	40	1	1	11	0.99
31	COc1ccc(OC)c2sc(NC(=O)c3ccc(Br)s3)nc12	1.7	88	5	-0.8	-2	1.2	5	5	1.1
32	COc1ccc(-n2c(SCCC#N)nnc2-c2cc(Cl)ccc2OC)cc1Cl	0.3	66	6	-0.3	30	1	6	0	1.1
33	COc1ccc(C(=O)Nc2ccc(C)cn2)c(OC)c1	-0.6	105	·	·	-5	0.98	4	0	1
34	C/C(=C\C(=O)c1ccc(C)cc1)Nc1cccc(O)c1	-1.9	84	-5	-1.5	1	1.1	3	14	1
35	CCN(CC)CCNC(=O)CS(=O)Cc1nc(-c2ccc(Cl)cc2)oc1C (configuration not stated)	-1.4	87	13	-1.1	-7	1	1	8	1.1
36	O=P(/C(=N/O)Sc1ccccc1)(N1CCOCC1)N1CCOCC1	-0.4	83	·	-0.3	-13	1	-1	-2	1.1
37	O=C(NS(=O)(=O)c1ccccc1)c1ccccc1F	1.1	105	-17	-0.2	-20	1.1	-1	3	1
38	CC1(C)Cc2c(C#N)c(NCCc3ccccc3)nc(-c3ccco3)c2CO1	9.1*	86	-21	12	·	1.1	-316[fluorescence artefact?]	-53	2.3*
39	O=C(CSc1nccc2ccccc12)N1CCN(c2ccccn2)CC1	-1.1	85	6	-0.7	21	1.1	1	9	1.1
40	Cc1ccc(C(=O)C2=C(O)C(=O)N(CCN(C)C)C2c2ccccn2)o1 (configuration not stated)	0.2	107	17	-0.1	-11	1.1	-2	-6	1.1
41	O=C(Nc1nnc(-c2ccccc2)o1)Nc1ccccc1Cl	-0.7	92	-22	0.9	0	1	-7	0	1.1
42	Cc1ccc(-c2nnn(CC(=O)Nc3cccc4cccnc34)n2)o1	-0.3	96	1	-0.6	-11	1.1	2	10	1.1
43	COc1cc(NC(=O)c2c(-c3ccccc3Cl)noc2C)c2ncccc2c1	0.6	82	-18	-0.1	10	1	1	0	1.2
44	COc1ccc(OC)c(S(=O)(=O)N(C)CC(=O)N2CCN(c3ccccc3F)CC2)c1	1.1	90	-11	0.6	-2	1	1	-8	1.1
45	Cn1ccnc1SCC(=O)N(C1CCCCC1)C1CCCCC1	0.1	98	5	0.2	11	1	-5	18	1.1
46	O=S(=O)(Nc1ccncc1)c1ccccc1	0.8	123	-10	-2.0	4	0.99	6	1	1.1
47	CCN1CCCC1CNC1=NCCCCC1 (configuration not stated)	-0.6	103	4	0.5	-4	1	2	-7	1.1
48	Cc1ccc(-c2nnc(N(C)C(=O)c3cccnc3)s2)cn1	0.1	113	0	0.0	6	1	-3	-2	1.1
49	CC1(C)Cc2nc3sc4c(=O)[nH]cnc4c3cc2CS1	0.3	115	3	15	-1	1.1	-2	7	2.8*
50	CCCN1C(=O)c2cc(C(=O)Nc3ccccc3CC)ccc2C1O (configuration not stated)	0.4	111	-3	-0.4	-4	1	3	10	1

3 entries out of the list above, ordered by the number in 5-HT1A blocker, descending.
nr	Molecule	5HT1E ag	Her2 expr inh	S1P1 ag-PAM	S1P3 ag	5-HT1A blocker	Abs 340nm	MMP13 inh	5HT1E antag	Autofluor 339
49	CC1(C)Cc2nc3sc4c(=O)[nH]cnc4c3cc2CS1	0.3	115	3	15	-1	1.1	-2	7	2.8*
7	COc1cccc(C(=O)Nc2c(F)c(F)c(F)c(F)c2F)c1	0.3	92	8	-0.3	-8	1	-7	-4	1.1
37	O=C(NS(=O)(=O)c1ccccc1)c1ccccc1F	1.1	105	-17	-0.2	-20	1.1	-1	3	1

Other structures:
#	Molecule	5HT1E ag	Her2 expr inh	S1P1 ag-PAM	S1P3 ag	5-HT1A blocker	Abs 340nm	MMP13 inh	5HT1E antag	Autofluor 339
51	COc1ccc(C(=O)Nc2ccc3c(c2)nc2n3CCSC2)cc1	-0.7	84	5	-1.0	13	1	-3	14	1.1
52	CC(C)OC(=O)CN1CCN(C2c3ccccc3-c3ccccc32)CC1	0.8	95	-28	-0.8	-9	1	0	2	1.2
53	COc1ccc(Cl)cc1S(=O)(=O)N1CCN=C1C	-0.2	87	-12	-0.8	13	1	3	-8	1.1
54	Cc1ccc(-c2nc(NCCN3CCOCC3)c3ccccc3n2)cc1	1.3	102	-33	-0.2	-2	1.1	-1	-3	1.1
55	c1ccc(N=P(c2nc3ccccc3o2)(N2CCOCC2)N2CCOCC2)cc1	1.3	102	-2	-0.1	11	0.96	-1	-12	1

Not a hit list; overall some 8.5% were active at least once.
